AmpC detergent: blocks E. coli AmpC beta-lactamase in detergent assay | P00811 | AmpC hydrolysis of nitrocefin, absorbance 480 nm, 0.01% Triton | Potency, µM (highest dose often 114 µM), inactives show at the top dose activity change, negative = inhibition, actives largely listed as inhibitors | hit rate 0.041% among 370,000 | AID 485294;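 note: potency is the fitted concentration of half-maximal effect; 0% = no-compound wells and -100% = no-enzyme wells; nearly all actives have a fitted effect of over 25% in size; some results filed as inactive show a strong effect at the top dose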
Target sequence (P00811 whole entry, looked up): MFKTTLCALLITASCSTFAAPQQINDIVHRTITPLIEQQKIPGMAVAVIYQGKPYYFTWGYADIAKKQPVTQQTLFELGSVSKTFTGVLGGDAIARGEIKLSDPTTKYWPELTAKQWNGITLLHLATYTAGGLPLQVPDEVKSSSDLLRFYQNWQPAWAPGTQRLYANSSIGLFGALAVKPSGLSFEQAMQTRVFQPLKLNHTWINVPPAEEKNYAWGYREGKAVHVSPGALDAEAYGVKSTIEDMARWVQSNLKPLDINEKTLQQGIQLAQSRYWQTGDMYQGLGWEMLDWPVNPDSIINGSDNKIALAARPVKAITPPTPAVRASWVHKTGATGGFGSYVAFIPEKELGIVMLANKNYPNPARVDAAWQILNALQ
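20 mM phosphate pH 7.0 + 0.01% (detergent screen) or 0.0001% Triton X-100; 5.3 nM AmpC reagent; cpd preinc 15 min RT; nitrocefin (800 uM stock) to start; A480 q20 s × 4 min; Activity was normalised to no-enzyme and no-compound control wells.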
AmpC no deterg: blocks E. coli AmpC beta-lactamase in detergent-free assay; P00811; AmpC nitrocefin hydrolysis, absorbance 480 nm, 0.0001% Triton; Potency, µM (doses to about 57.1 µM), inactives show at the highest dose activity change, negative = inhibition, usual class: inhibitors; hit rate 0.52% among 330,000; AID 485341;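 note: potency is the fitted concentration of half-maximal effect; plate controls were no compound for no effect and no enzyme for full effect; nearly all actives have a fitted effect of over 20% in size; some results filed as inactive show a strong effect at the top dose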
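20 mM phosphate pH 7.0 + 0.01% (detergent screen) or 0.0001% Triton X-100; 5.3 nM AmpC reagent; cpd preinc 15 min RT; nitrocefin (800 uM stock) to start; A480 q20 s × 4 min; Activity was normalised to no-enzyme and no-compound control wells.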
Sm TGR inh: inhibitors of Schistosoma mansoni thioredoxin glutathione reductase. purified TGR, DTNB reduction, TNB absorbance 405 nm. hit rate 3% among 360,000. AID 485364. Potency, µM (doses to about 114 µM), for the others: top-dose activity change, negative = inhibition, usual class: inhibitors; note: potency is the fitted concentration of half-maximal effect; nearly all actives have a fitted effect of over 60% in size
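TGR 20 nM + NADPH 100 uM (dispensed conc.), cpd preinc 15 min RT; start with NADPH (500 uM addition) then DTNB (15 mM addition). Kinetic TNB absorbance, 405 nm filter. Four-parameter Hill fit across titration.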
Tb PYK inh: T. brucei pyruvate kinase inhibition; TbPYK enzyme, Kinase-Glo Plus ATP luminescence, 45 min; Potency, µM (doses to about 76.8 µM), for inactives: top-dose activity, negative = inhibition, actives largely listed as inhibitors; hit rate 0.12% among 410,000; note: potency is the fitted concentration of half-maximal effect; nearly all actives have a fitted effect of over 50% in size
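In this concentration-response screen, enzyme-free wells defined baseline while DMSO plates tracked drift. Each reaction combined TbPYK, substrate, compound and 130 uM ADP for 45 min at room temperature. Kinase-Glo Plus luminescence gave the signal.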
HCMV inh: blocks human cytomegalovirus replication; HFF cells, HCMV-luciferase reporter, 72 h; active compounds read low; activity change, negative = inhibition, % at 57.5 µM; hit rate 4.5% among 410,000; in the data active = activity change below about -60%; inconclusive = no clear call, values can overlap the other calls; inactive = above about -39%
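Cell-based, HFFs, 1000 cells/well, 16 h 37C; cpds in DMSO + HCMV-luc, MOI 1 PFU/cell; 72 h 37C; OneGlo luminescence after 5 min RT; norm. to buffer vs Salinomycin 10uM.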
LmPK inh: LmPK (Leishmania mexicana) enzyme inhibition; Q27686; purified LmPK, Kinase-Glo ATP luminescence, 1 h; Potency, µM (series often up to 57.5 µM), inactives show top-dose activity change, negative = inhibition, hits mostly inhibitors; hit rate 0.37% among 290,000; AID 1721; note: potency is the fitted concentration of half-maximal effect
Target sequence (Q27686 whole entry, looked up): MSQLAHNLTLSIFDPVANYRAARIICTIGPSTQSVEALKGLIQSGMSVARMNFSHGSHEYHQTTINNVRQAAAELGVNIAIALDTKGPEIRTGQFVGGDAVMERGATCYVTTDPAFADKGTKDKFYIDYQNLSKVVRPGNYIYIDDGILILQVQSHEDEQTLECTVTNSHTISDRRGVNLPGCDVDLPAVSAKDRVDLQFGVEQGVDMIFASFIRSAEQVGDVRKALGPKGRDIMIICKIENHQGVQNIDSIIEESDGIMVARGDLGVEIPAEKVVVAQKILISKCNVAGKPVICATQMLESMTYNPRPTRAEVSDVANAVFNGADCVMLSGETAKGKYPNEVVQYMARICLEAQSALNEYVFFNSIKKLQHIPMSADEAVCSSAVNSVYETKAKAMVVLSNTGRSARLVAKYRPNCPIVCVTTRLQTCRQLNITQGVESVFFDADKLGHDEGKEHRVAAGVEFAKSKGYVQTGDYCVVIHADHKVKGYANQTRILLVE
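qHTS format; LmPK 0.1 nM; substrates PEP 0.5 mM and ADP 0.1 mM. One-hour room-temperature incubation, then coupled luciferase luminescence; 0.5 nM enzyme wells mark activation.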
AMA1 RON2 block: disrupts binding of P. falciparum AMA1 to RON2. AlphaScreen AMA1-biotinylated RON2 peptide binding. Potency, µM (series often up to 58.2 µM), for inactives: top-dose activity change, negative = inhibition, hits mostly inhibitors. hit rate 0.2% among 360,000. AID 720542;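 note: potency is the fitted concentration of half-maximal effect; 0% = vehicle wells and -100% = peptide control; nearly all actives have a fitted effect of over 45% in size; some results filed as inactive show a strong effect at the top dose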
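AMA1 (3D7) with his tag at 25 nM final met compounds first, then biotinylated RON2 peptide at 25 nM; detection used donor plus acceptor beads, 10 µg/mL apiece, read by AlphaScreen after 30 min at room temperature.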
The depositor's hits bear a star; ? = inconclusive; . = no result given; & = joins results of further samples; [ ] = dose if it differs, or a comment. Unless noted, calls come from the whole dose curve; as a rule, active = well fitted curve in the direction sought with a large enough effect; inconclusive = small, poorly fitted or top-dose-only effect, or another doubt; inactive = no such curve, though single readings can be large; an effect the other way counts as inactive or inconclusive. Unless noted, % is set by controls: 0 for no effect and ±100 for the full control effect.

item	SMILES	AmpC detergent	AmpC no deterg	Sm TGR inh	Tb PYK inh
1	Cc1c(NC(=O)CC(=O)Nc2c(C)n(C)n(-c3ccccc3)c2=O)c(=O)n(-c2ccccc2)n1C	-1%	-11%	-3%	-11%
2	COc1ccc(-c2coc3cc(OC(C)=O)ccc3c2=S)cc1	.	.	.	-27%
3	O=C(CNC(=O)c1ccccc1Cl)OCc1cc(=O)n2ccsc2n1	11%	.	6%	1%
4	COC(=O)C/C(O)=C(/N=Nc1cccc(C(F)(F)F)c1)C(=O)OC	-1%	46%	.	-1%
5	COc1ccc(NC(=O)C(=O)NNC(=O)C(C)Oc2ccc(Cl)cc2Cl)cc1 (stereo not drawn)	-9%	32µM*	7%	-1%
6	Cc1ccc(N=C2SC(C(=O)Nc3ccc(OC(F)(F)F)cc3)C(N)=C2C(=O)Nc2c(C)cc(C)cc2C)cc1 (stereo not drawn)	4%	-6%	-3%	3%
7	COc1cccc(C(O)c2nc(-c3ccncc3)cs2)c1 (stereo not drawn)	.	.	.	1%
8	O=S1(=O)[C@H]2C[C@@H]3C=C[C@@]2(CN1Cc1cccc(F)c1)O3	-4%	-9%	-24%	8%
9	CCn1c(C(O)c2cccc(OC)c2OC)nc2ccccc21 (stereo not drawn)	3%	-11%	5%	-2%
10	C[C@@H]([C@@H](O)c1ccccc1)N(C)C(=O)Cc1ccccc1	.	.	.	-1%
11	O=C(COc1ccccc1)NC(=S)Nc1ccc(Br)cn1	0%	-32%	9%	2%
12	CC(C)(CSc1nncn1/N=C/c1ccco1)NS(=O)(=O)c1ccc(Cl)cc1	3%	-7%	-10%	6%
13	COCCSc1ccccc1C(=O)Nc1ccc(Cl)cn1	-2%	-24%	4%	-11%
14	COc1ccc(NC(=O)Cc2coc3cc(C)ccc23)cc1S(=O)(=O)N1CCOCC1	-1%	33%	-3%	5%
15	COc1ncccc1C(=O)NC1CCCc2c1cnn2-c1ccc(C)c(C)c1 (stereo not drawn)	-8%	107%[activator]	-3%	-9%

item	HCMV inh	LmPK inh	AMA1 RON2 block
1	-7	-1%	-1%
2	-5	.	-14%
3	6	.	.
4	-29	0%	7%
5	-24	7%	95%[activator]
6	?	4%	43%[activator]
7	-76*	.	6%
8	-18	3%	7%
9	-19	5%	-1%
10	5	.	-5%
11	-32	2%	56%[activator]
12	-28	0%	-3%
13	-69*	4%	-27%
14	17	2%	-1%
15	-23	-9%	-19%

The closing 3 compounds of the section above come first, to join the parts.
item	SMILES	AmpC detergent	AmpC no deterg	Sm TGR inh	Tb PYK inh
13	COCCSc1ccccc1C(=O)Nc1ccc(Cl)cn1	-2%	-24%	4%	-11%
14	COc1ccc(NC(=O)Cc2coc3cc(C)ccc23)cc1S(=O)(=O)N1CCOCC1	-1%	33%	-3%	5%
15	COc1ncccc1C(=O)NC1CCCc2c1cnn2-c1ccc(C)c(C)c1 (stereo not drawn)	-8%	107%[activator]	-3%	-9%
16	COc1ccc(N2CCN(C(=O)CCS(=O)(=O)c3cc4c(cc3Cl)NC(=O)CO4)CC2)cc1	-3%	.	-6%	0%
17	CCOC(=O)N1CCN(CC(=O)Nc2cc(C)nn2-c2nc3ccccc3s2)CC1	-1%	-3%	0%	-3%
18	Cc1ccc(Oc2ncccc2NC(=O)CC(CC(=O)O)c2ccccc2)c2c1CCC2 (stereo not drawn)	1%	-25%	-3%	0%
19	O=C(COC(=O)c1cn(-c2ccccc2)nc1-c1ccccc1)c1ccc([N+](=O)[O-])cc1	?	-57%	-1%	.
20	Nc1ccc2c(c1)C(=O)N(CCCCCC(=O)O)C2	7%	-17%	-22%	3%
21	C/C(Cl)=C/Cn1c(SCc2ccc(Cl)cc2)nc2c1c(=O)[nH]c(=O)n2C	1%	-24%	-1%	-9%
22	COc1ccc(NC(=O)N(C)C[C@H]2OCc3cnnn3CCCC(=O)N([C@H](C)CO)C[C@@H]2C)cc1	.	.	.	-5%
23	CS(=O)(=O)N1CCN(c2ccccc2NC(=S)NC(=O)c2cccs2)CC1	-2%	-16%	?	2%
24	Cc1cc(=O)oc2cc(NC(=O)CCCC(=O)O)ccc12	4%	-16%	8%	-2%
25	COc1cccc(CCNC(=O)C2CCC(=O)N(Cc3cccc(OC)c3)C2)c1 (stereo not drawn)	-8%	26%	4%	-9%
26	CCn1c(C)nc2cc(C(=O)n3cc(C(=O)c4ccccc4O)cn3)ccc21	2%	-8%	-12%	.
27	Cc1cc2oc(=O)cc(CN3CCN(S(=O)(=O)c4ccc5c(c4)OCCO5)CC3)c2cc1C	-10%	7%	1%	-6%
28	Nc1c(C(=O)Nc2ccc(OC(F)(F)F)cc2)sc2nc3c(cc12)N1CCC3CC1	1%	.	2%	3%
29	O=C(C1CCCN(S(=O)(=O)c2ccc(Br)s2)C1)N1CCN(c2ccc(F)cc2)CC1 (stereo not drawn)	20%	.	10%	0%
30	CC(C)CN1CCN(Cc2cccn2-c2ccc(Cl)cn2)CC1CCO (stereo not drawn)	8%	-5%	-35%	-3%

item	HCMV inh	LmPK inh	AMA1 RON2 block
13	-69*	4%	-27%
14	17	2%	-1%
15	-23	-9%	-19%
16	-24	.	.
17	70	5%	29%
18	12	4%	-3%
19	.	2%	.
20	9	-4%	-11%
21	30	1%	6%
22	25	.	9%
23	20	-3%	-2%
24	0	4%	-9%
25	6	-2%	-11%
26	.	-3%	.
27	?	2%	1%
28	-78*	.	.
29	?	.	.
30	48	3%	-6%

Continuation:
item	SMILES	AmpC detergent	AmpC no deterg	Sm TGR inh	Tb PYK inh
31	O=C(Nc1c2c(nn1-c1ccc(F)cc1)CS(=O)C2)c1ccc(Br)o1 (stereo not drawn)	-6%	1%	-2%	-3%
32	CN(C)C(=O)c1cc([N+](=O)[O-])ccc1O	3%	-6%	10%	-8%
33	O=C(O)CN=C(Nc1cc(Cl)cc(Cl)c1)NC(c1ccccc1)c1ccccc1	.	.	.	-2%
34	CCCNC(=O)C1(C)CCCN(CC(=O)c2ccc3c(c2)OCCO3)C1 (stereo not drawn)	.	.	.	1%
35	O=C(COc1ccc(Br)cc1CNC1CCCC1)Nc1ccccc1	3%	-10%	15%	1%
36	CS(=O)(=O)Nc1ccccc1C(=O)NCCSCc1ccccc1	4%	-17%	9%	2%
37	CCCCCCOc1ccc(N2C(=O)CC(N3CCN(CCN=CC4=C(O)CC(C)(C)CC4=O)CC3)C2=O)cc1 (stereo not drawn)	2%	88%[activator]	?	5%
38	C=CCn1c(SCC(=O)Nc2ccc(C(=O)OC(C)C)cc2)nnc1-c1cccs1	6%	-10%	4%	2%
39	COc1cc2c(C)nc3c(cnn3-c3ccccc3)c2cc1OC	8%	18%	.	-1%
40	COc1cc2nc(CN3CC=C(c4ccccc4)CC3)[nH]c(=O)c2cc1OC	.	.	.	4%
41	COc1ccc(O)c(/C=N/N=C2/C(=O)Nc3ccccc32)c1	-18%	-45%	-19%	-4%
42	CC(C)CCNC(=O)[C@H](CC(C)C)NC(=O)[C@H]1O[C@@H]1C(=O)O	?	-1%	-19%	.
43	Cc1cccc(-n2c(C)c(C)c3c(N)ncnc32)c1	-4%	-10%	1%	3%
44	COc1ccc(CCNC(=S)Nc2ccccc2C)cc1	-5%	-22%	0%	-12%
45	OCCN1CCN(CCSc2ccccc2)CC1	-8%	-18%	-9%	0%

item	HCMV inh	LmPK inh	AMA1 RON2 block
31	-20	-5%	-5%
32	-3	0%	15%
33	13	.	13%
34	-30	.	26%
35	30	0%	-8%
36	5	0%	1%
37	14	-1%	58%[activator]
38	-3	-8%	-3%
39	-37	2%	0%
40	-99*	.	21%
41	-36	-7%	4%
42	.	7%	.
43	33	4%	-8%
44	-9	7%	-1%
45	31	5%	-11%

Three of the compounds above, in transposed form:
(36) CS(=O)(=O)Nc1ccccc1C(=O)NCCSCc1ccccc1
(35) O=C(COc1ccc(Br)cc1CNC1CCCC1)Nc1ccccc1
(33) O=C(O)CN=C(Nc1cc(Cl)cc(Cl)c1)NC(c1ccccc1)c1ccccc1

compound no. | 36 | 35 | 33
AmpC detergent | 4% | 3% | .
AmpC no deterg | -17% | -10% | .
Sm TGR inh | 9% | 15% | .
Tb PYK inh | 2% | 1% | -2%
HCMV inh | 5 | 30 | 13
LmPK inh | 0% | 0% | .
AMA1 RON2 block | 1% | -8% | 13%

(next part)
item	SMILES	AmpC detergent	AmpC no deterg	Sm TGR inh	Tb PYK inh
46	Cc1ccc(S(=O)(=O)NCCSc2nnnn2-c2ccc(C(N)=O)cc2)cc1	?	10µM*	-3%	-2%
47	Cc1cc2nc(-c3ccco3)c(Cc3cccc(Cl)c3)n2c(C)c1Br	.	.	.	-11%
48	Cc1cc(NC(=O)c2ccc(N3C(=O)CCC3=O)cc2)no1	?	-20%	1%	0%
49	OC(COc1ccc(CNCc2cccnc2)cc1)CN1CCc2ccccc2C1 (stereo not drawn)	9%	14%	-32%	8%
50	CN(C)NC(=O)C12CCC(C)(C(=O)O1)C2(C)C (stereo not drawn)	4%	-13%	-2%	0%
51	CCOC(=O)c1[nH]c2ccccc2c1NC(=O)c1nonc1C	8%	-14%	5%	-6%
52	COc1ccccc1CNC(=O)c1ccc(CS(=O)(=O)c2ccccc2C)o1	?	-5%	-32%&-4%	1%&-1%
53	CN(C)S(=O)(=O)c1ccc(C(=O)OCC(=O)Nc2ccc3c(c2)OCO3)cc1	-9%	-17%	6%	3%
54	CCOC(=O)CSc1nc2ccccc2c(=O)n1CCN1CCOCC1	-6%	27%	1%	3%
55	Cc1cccc(C)c1Nc1nnc(SCC(=O)NC(=O)c2cccn2C)s1	-12%	-28%	-2%	-17%
56	O=C(O)CONC(=O)c1cc(OCC(F)(F)F)ccc1OCC(F)(F)F	-4%	50%[activator]	1%	2%

item	HCMV inh	LmPK inh	AMA1 RON2 block
46	-39	0%	1%
47	6	.	1%
48	14	-1%	16%
49	9	11%	12%
50	58	5%	-2%
51	69	-4%	-4%
52	9&10	7%	5%
53	-16	.	1%
54	-8	-5%	0%
55	20	0%	0%
56	41	4%	2%

Compound activity from PubChem.
